RPL19A-GFP yeast: modulators of TOR pathway RPL19A-GFP in S. cerevisiae | percent response vs DMSO, % at 10 µM | S. cerevisiae RPL19A-GFP strain, flow cytometry, 3 h; stronger effect = lower value | actives 0.3% (n = 330,000) | AID 2025;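 active = percent response vs DMSO below 50%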;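 also: median channel GFP fluorescence of the barcoded RPL19A-GFP strain; ratio of sample median GFP to plate DMSO average so 100% = DMSO; lower means less RPL19A-GFP as with rapamycin TOR inhibition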
ZTA DNA inh: ZTA (EBV) inhibition in EBNA-1 counter-screen; P03206; ZTA-DNA binding, fluorescence polarization; inhibition, % at 11 µM; actives 0.15% (n = 320,000); in the data active = inhibition above about 33%
MEP2-GFP yeast: modulators of TOR pathway MEP2-GFP in S. cerevisiae; AID 2016; S. cerevisiae MEP2-GFP strain, flow cytometry GFP, 3 h; 100% = DMSO control level; actives 0.51% (n = 330,000); GFP response vs DMSO, % at 10 µM;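 active = GFP response versus DMSO above a set limit, roughly screen mean plus 3 SD, cut at about 180% in these data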;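 also: median GFP fluorescence of the barcode-gated MEP2-GFP cells per well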
proCasp3 act: activates human procaspase-3 | P42574 | recombinant procaspase-3 D3A, Ac-DEVD-pNA absorbance 405 nm | activation, % at 8.5 µM | actives 0.11% (n = 330,000);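 active = activation above the mean of all tested compounds plus 3 SD, cut at about 21% in these data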;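 also: 0% = DMSO alone and 100% = DMSO wells spiked with extra 5 µM PC-3 D3A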
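assay system = Procaspase-3 D3A mutant | signal = absorbance at 405 nm, 0 and 120 min | times = 1 h preincubation plus 2 h reaction at 25 °C | repeats = single replicate | read-out = % activation between DMSO and enzyme-spiked controls | medium = Zinc-free HEPES saline buffer with Triton X-100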
LAP4-GFP MLPCN: modulators of TOR pathway LAP4-GFP in S. cerevisiae; S. cerevisiae LAP4-GFP multiplex, flow cytometry GFP, 3 h; median GFP as percent of DMSO wells; GFP response vs DMSO, % at 10 µM; actives 0.34% (n = 320,000); AID 2023;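 active = GFP response vs DMSO above a set limit, about the screen mean plus 3 SD, cut at about 150% in these data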
proCasp7 act: activates human procaspase-7, counter-screen for procaspase-3 activators | P55210 | recombinant procaspase-7, Ac-DEVD-pNA absorbance 405 nm; D23A/D198A/D206A triple mutant, cannot self-cleave; scale: DMSO 0, 5 µM enzyme 100 | activation, % at 8.5 µM | actives 0.093% (n = 330,000) | AID 463210;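 active = percent activation above the screen-wide mean plus 3 SD, cut at about 25% in these data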
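Assay system – Uncleavable procaspase-7 mutant enzyme · Quantity – 2 µM procaspase-7 mutant as dispensed · Times – 1 h preincubation, 2 h reaction · Dosing – single nominal 8.5 µM compound dose, 0.8% DMSO final · Buffer or medium – Zinc-free 50 mM HEPES buffer, pH 7.4, with NaCl and Triton X-100 · Detection – Epi-absorbance of released pNA at 405 nm, two timepoints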
EBNA-1 inh: blocks EBNA-1 binding to DNA; inhibition, % at 14.8 µM; EBNA-1 DNA binding, fluorescence polarization; actives 0.34% (n = 300,000); in the data active = inhibition above about 28%
AHR act: human AHR activation. activation, % at 5 µM. AHR-responsive luciferase reporter cells, luminescence. actives 2.5% (n = 320,000). AID 2796; in the data active = activation above about 47%;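 also: 0% = vehicle wells and 100% = reference agonist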
Numbers without * were called inactive; . = not tested or not shown. Hits appear at their usual frequency; about 3.8% have a hit in one of these screens.

Below each compound: RPL19A-GFP yeast	ZTA DNA inh	MEP2-GFP yeast	proCasp3 act	LAP4-GFP MLPCN	proCasp7 act	EBNA-1 inh	AHR act
1	Cc1ccc(C(=O)Nc2ccon2)cc1S(=O)(=O)N1CCOCC1
    95	-1	99	7	100	14	8	0
2	CC(=O)c1ccc(N2CCN(c3ccc(C(N)=O)cc3[N+](=O)[O-])CC2)cc1
    108	5	110	5	94	-6	1	-4
3	CCOc1ccc(Cl)cc1CNc1nnnn1C
    96	-19	93	-7	96	2	-2	-1
4	O=C(NCc1ccccc1Cl)c1cnn2cccnc12
    101	-15	100	5	93	4	-4	12
5	CCCc1nnc(NC(=O)CCC(=O)N2CCC(C)CC2)s1
    98	9	98	10	98	5	-3	2
6	COc1ccccc1NC(=O)C[n+]1ccccc1
    102	-13	108	2	109	-3	-3	0
7	CCOC(=O)c1nnn(-c2nonc2N)c1CNc1ccc(C)c(Br)c1
    107	15	111	-6	103	4	1	6
8	COc1cc2nc(CN3CCN(S(=O)(=O)c4ccc(Br)cc4)CC3)[nH]c(=O)c2cc1OC
    98	.	105	-5	98	10	.	0
9	Cc1cc(-c2ccc(C)c(S(=O)(=O)NCCCN(Cc3ccccc3)C(C)C)c2)on1
    96	-6	95	-1	87	10	-1	4
10	CCCCCCSc1ccc([C@@H]2[C@H]3C(=O)N(C)C(=O)[C@H]3[C@]3(C(=O)OC)CCCCN23)cc1OC
    114	-2	102	3	128	-11	-2	1

Individual results from above.
Result of COc1cc2nc(CN3CCN(S(=O)(=O)c4ccc(Br)cc4)CC3)[nH]c(=O)c2cc1OC under RPL19A-GFP yeast: 98
Result of COc1ccccc1NC(=O)C[n+]1ccccc1 under EBNA-1 inh: -3

(list continues)
Below each compound: RPL19A-GFP yeast	ZTA DNA inh	MEP2-GFP yeast	proCasp3 act	LAP4-GFP MLPCN	proCasp7 act	EBNA-1 inh	AHR act
11	Cn1cccc1C(=O)OCC(=O)NCCc1ccccc1
    97	.	98	5	102	1	.	8
12	Cc1cccc(NCc2ccc(Br)cc2)n1
    104	4	111	-2	98	-5	5	11
13	O=C(CSc1nnc(NC(=O)c2ccco2)s1)Nc1ccccc1
    109	-2	94	7	98	-2	-10	0
14	COc1cccc(C2c3c(oc4ccc(Cl)cc4c3=O)C(=O)N2c2cc(C)on2)c1OC (stereo unspecified)
    96	-12	94	7	95	2	3	-1
15	CC(=O)Nc1ccc(-c2csc(NC(=O)C3CC(=O)N(c4ccc5c(c4)OCCO5)C3)n2)cc1 (stereo unspecified)
    101	-11	101	-1	102	1	-3	-2
16	CCc1[nH]nc2c1C(c1ccncc1)C(C#N)=C(N)O2 (stereo unspecified)
    94	-2	97	-9	93	-3	1	1
17	OCCCc1nc2n(n1)C(c1ccccc1)C=C(c1ccccc1)N2 (stereo unspecified)
    100	-4	87	6	94	3	2	-1
18	Cc1ccc(CCN2CC(C(=O)NCc3cccnc3)CC2=O)cc1 (stereo unspecified)
    93	-9	94	2	93	-5	-2	1
19	O=C(CCCSc1nnc(SCCCC(=O)c2ccc(F)cc2)s1)c1ccc(F)cc1
    96	18	102	0	100	-1	-2	-1
20	CC1=NC(C#N)=C(C#N)NC(C)(C)C1
    96	2	98	7	100	3	-4	-3
21	COc1cccc(NC(=S)N(Cc2ccc(C)cc2)Cc2ccccn2)c1
    98	-2	92	1	95	-14	-3	2
22	Cc1cccc(OCc2n[nH]c(=S)n2-c2ccccc2)c1
    106	3	99	-8	90	-11	2	-2
23	CC(=O)NCC(=O)OCC(=O)c1ccc(Cl)cc1
    104	2	95	0	95	4	-10	-3
24	CC(=O)NC(C)Cc1cn(Cc2ccccc2)c2ccccc12 (stereo unspecified)
    103	-3	111	2	96	-2	17	1
25	CC(C)(C)NC(=O)COc1ccc(CNCCc2ccccc2)cc1
    110	-13	99	7	97	4	-4	2
26	CCOc1ccc(OCC)c(NC(=O)C2CCN(S(=O)(=O)c3cccc4nonc34)CC2)c1
    98	1	104	-3	100	-5	1	3
27	CCCCn1c(N)c(N(CCC(C)C)C(=O)C2CC(=O)N(c3ccc4c(c3)OCCO4)C2)c(=O)[nH]c1=O (stereo unspecified)
    91	12	90	4	90	6	12	-1
28	CCCC(=O)NCc1ccccc1Cl
    91	-9	95	2	94	9	-4	2
29	Cc1ccc(C)c(S(=O)(=O)N2CCCOC2CNC(=O)C(=O)NCCCn2ccnc2)c1 (stereo unspecified)
    97	8	98	4	82	-3	-4	12
30	O=C(O)CC1(CC(=O)N2CCN(CCO)CC2)CCCC1
    114	-10	116	3	97	10	-2	-1
31	Cc1ccc(/C=c2\sc3n(c2=O)CN(c2cccc(Br)c2)CN=3)o1
    93	8	91	-11	91	-13	13	7
32	COCCCNC(=O)/C=C1\Sc2ccccc2N(Cc2ccccc2F)C1=O
    96	-9	99	-2	105	3	-1	3
33	Oc1ccccc1N1CCN(c2ncnc3sc(-c4ccccc4)cc23)CC1
    94	-4	93	-4	110	1	-8	22
34	CCN(C(=O)COC(=O)c1cn(-c2ccccc2)nc1-c1ccccc1)C1CCS(=O)(=O)C1 (stereo unspecified)
    101	4	103	10	99	8	-9	-3
35	Cc1cc(C)c(C)c(C(=O)C2OC(=O)C(C)(C)C(=O)C2(C)C)c1C (stereo unspecified)
    100	20	98	-1	90	6	6	1
36	CCn1c(SCC(=O)N/N=C/C=C/c2ccccc2[N+](=O)[O-])nnc1-c1ccccc1
    98	-2	91	-1	99	-1	7	11
37	CN1CCN(C(=S)Nc2cccc(S(=O)(=O)N(C)C)c2)CC1
    98	-9	102	-7	99	-13	-3	-2
38	O=C(COc1ccc(F)cc1Cl)Nc1ccccc1C(=O)N1CCCCC1
    100	-9	97	1	90	-2	-10	13
39	COc1ccc([N+](=O)[O-])cc1NC(=O)C(C)c1ccccc1 (stereo unspecified)
    100	-3	103	1	89	-7	2	5
40	Cc1cc(OCC(=O)NC2CC(C)(C)NC(C)(C)C2)c(C)cc1Br
    94	3	92	5	101	4	-15	2
41	Cc1cccc(N2C(=O)C(Oc3ccc(Cl)cc3Cl)C2C(=O)O)c1C (stereo unspecified)
    106	3	100	5	92	1	4	-1
42	COCCNC(=O)c1ccc(C)c(S(=O)(=O)Nc2ccc(C)cc2)c1
    99	-11	104	6	104	3	-5	0
43	COc1ccc(CCN=C(N)NS(=O)(=O)c2ccc(OC)cc2)cc1
    97	8	102	-6	86	3	4	1
44	O=C(Nc1ccc(Cl)cc1)Nc1ccc(S(=O)(=O)Nc2ncccn2)cc1
    100	11	97	-3	94	3	-2	2
45	O=C1c2ccccc2C(=O)N1CCSc1nc2ccccc2c(=O)n1CCCN1CCOCC1
    98	9	93	5	110	1	2	1
46	O=C(N/N=C/c1cccnc1)c1ccccc1[N+](=O)[O-]
    107	-14	108	7	99	1	-1	2
47	O=C(Cn1c2[n+](c3ccc(C(F)(F)F)cc31)CCCCC2)Nc1ccc(Br)cc1
    109	-2	103	-7	109	-17	-8	0
48	CCOC(=O)c1c(C)c(C(=O)N2CCN(c3ccc(F)cc3)CC2)c(C)n1C
    102	15	96	1	97	10	-6	0
49	O=C(CSc1cccc2cccnc12)Nc1cc(C(=O)O)cc(C(=O)O)c1
    100	10	107	7	94	-6	-1	3
50	CCOC(CNC(=O)c1ccc2c(c1)ncn2-c1ccc(F)c(F)c1)OCC
    104	11	102	-5	95	-6	5	-1
51	Oc1c(Br)cccc1/C=N/c1ncn[nH]1
    102	13	89	3	89	1	2	2
52	O=C(Nc1nc(-c2cccs2)cs1)c1ccc(S(=O)(=O)N2CCCC2)cc1
    100	4	103	1	99	1	-12	9
53	COC(=O)CN1C(=O)[C@H]2[C@@H](/C=C/c3ccccc3)N3C(=O)CN(Cc4ccccc4)C(=O)[C@@]3(C)[C@H]2C1=O
    100	10	97	8	122	11	8	0
54	CCOC(=O)c1cn(-c2ccccc2CO)c2c(F)c(F)c(F)cc2c1=O
    102	-6	102	10	108	-7	6	3
55	Cc1ccc(C(=O)N/C(=C\c2ccco2)C(=O)NCCN2CCCCC2)cc1C
    103	-19	99	-3	106	6	1	-2
56	COc1ccc(OC)c2sc(NC(=O)C(C)C)nc12
    95	11	98	6	92	1	16	45
57	COc1cc(/C=N/N=C(/N)c2nonc2N)cc(Br)c1OCc1ccccc1C
    101	-6	97	2	103	2	10	-1
58	CC(O)/C=C/C1OC(=O)CC1Nc1ccc(C=O)cc1 (stereo unspecified)
    98	0	98	5	103	8	0	0
59	CN(C)S(=O)(=O)c1ccc(C(=O)OCC(=O)Nc2ccc3c(c2)OCO3)cc1
    96	-10	85	-2	88	11	.	2
60	C=CCN=C1CC(C)(C)CC(=O)/C1=C(/O)CCC(=O)OC
    103	4	104	1	102	5	12	-3

Structures shown so far that have fluorine, in the order listed:
Below each compound: RPL19A-GFP yeast	ZTA DNA inh	MEP2-GFP yeast	proCasp3 act	LAP4-GFP MLPCN	proCasp7 act	EBNA-1 inh	AHR act
19	O=C(CCCSc1nnc(SCCCC(=O)c2ccc(F)cc2)s1)c1ccc(F)cc1
    96	18	102	0	100	-1	-2	-1
32	COCCCNC(=O)/C=C1\Sc2ccccc2N(Cc2ccccc2F)C1=O
    96	-9	99	-2	105	3	-1	3
38	O=C(COc1ccc(F)cc1Cl)Nc1ccccc1C(=O)N1CCCCC1
    100	-9	97	1	90	-2	-10	13
47	O=C(Cn1c2[n+](c3ccc(C(F)(F)F)cc31)CCCCC2)Nc1ccc(Br)cc1
    109	-2	103	-7	109	-17	-8	0
48	CCOC(=O)c1c(C)c(C(=O)N2CCN(c3ccc(F)cc3)CC2)c(C)n1C
    102	15	96	1	97	10	-6	0
50	CCOC(CNC(=O)c1ccc2c(c1)ncn2-c1ccc(F)c(F)c1)OCC
    104	11	102	-5	95	-6	5	-1
54	CCOC(=O)c1cn(-c2ccccc2CO)c2c(F)c(F)c(F)cc2c1=O
    102	-6	102	10	108	-7	6	3

Compound activity from PubChem BioAssay.
